PPARg SRC3 recr: PPARgamma agonists recruiting SRC-3 coactivator, primary screen, biochemical; biochemical PPARgamma/SRC-3 coactivator recruitment assay; activation, % at 8 µM; hit rate 0.26% among 200,000; AID 731, 2007; in the data active means activation above about 23%;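 further: 0% = DMSO and 100% = reference agonist; some compounds past the cut are filed as inactive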
Target sequence (P37231 whole entry, looked up): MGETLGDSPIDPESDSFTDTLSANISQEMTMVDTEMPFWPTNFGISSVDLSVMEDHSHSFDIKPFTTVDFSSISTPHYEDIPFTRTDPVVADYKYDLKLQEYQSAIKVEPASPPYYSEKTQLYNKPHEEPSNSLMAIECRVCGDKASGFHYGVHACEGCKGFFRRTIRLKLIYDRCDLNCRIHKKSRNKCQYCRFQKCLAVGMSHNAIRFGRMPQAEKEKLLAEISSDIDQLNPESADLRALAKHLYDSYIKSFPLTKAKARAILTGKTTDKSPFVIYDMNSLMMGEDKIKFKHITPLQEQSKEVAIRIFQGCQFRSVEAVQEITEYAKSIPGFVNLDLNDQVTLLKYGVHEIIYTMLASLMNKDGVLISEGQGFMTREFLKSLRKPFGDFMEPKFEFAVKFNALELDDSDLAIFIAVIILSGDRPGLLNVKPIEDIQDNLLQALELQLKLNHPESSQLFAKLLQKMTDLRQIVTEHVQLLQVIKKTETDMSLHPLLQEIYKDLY
TNAP act hiacc: TNAP activators at high phosphate acceptor level, primary screen, biochemical, luminescence, uHTS | Alkaline phosphatase, tissue-nonspecific isozyme (Homo sapiens), P05186 | purified TNAP, CDP-star luminescence, 1 M DEA, 30 min; hits give high values; 0 = EDTA background, 1 = DMSO-only activity | activation factor at 20 µM | 200,000 tested, under 10 active | AID 1136, 2008;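 active means activation factor at least 2 at 20 µM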
Target sequence (P05186 whole entry, looked up): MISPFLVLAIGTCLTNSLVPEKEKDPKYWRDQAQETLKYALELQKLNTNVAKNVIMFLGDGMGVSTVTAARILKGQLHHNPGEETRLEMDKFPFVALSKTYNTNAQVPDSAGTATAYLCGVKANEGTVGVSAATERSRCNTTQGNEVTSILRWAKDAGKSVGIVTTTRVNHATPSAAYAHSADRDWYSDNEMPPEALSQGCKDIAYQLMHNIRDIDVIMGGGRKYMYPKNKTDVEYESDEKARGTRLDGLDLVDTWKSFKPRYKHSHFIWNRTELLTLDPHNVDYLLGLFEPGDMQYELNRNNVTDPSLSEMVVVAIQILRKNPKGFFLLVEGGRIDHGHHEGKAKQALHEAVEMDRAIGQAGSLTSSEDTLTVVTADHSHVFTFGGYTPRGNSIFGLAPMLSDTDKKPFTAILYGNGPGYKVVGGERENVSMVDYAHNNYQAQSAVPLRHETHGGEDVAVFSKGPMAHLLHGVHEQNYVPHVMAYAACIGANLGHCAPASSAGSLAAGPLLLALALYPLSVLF
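Assay system: human TNAP; Input: enzyme diluted 1/800 final; Reagent: CDP-star luminogenic substrate at 100 µM final; Timing: 30 min, room temperature; Signal: luminescence; Evaluation: TNAP activation factor scaled between EDTA and DMSO control wells.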
bIAP activator: bovine intestinal alkaline phosphatase activators, primary screen, biochemical, bovine IAP, CDP-star luminescence; purified bovine IAP, 30 min; hits give high values; fold of DMSO-control signal, blank-subtracted; activation factor at 20 µM; hit rate 0.17% among 200,000; AID 1016, 2008;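 active means activation factor of 2 or more at 20 µM, a signal rise over negative controls twice the positive control's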
PPARg SRC2 recr: agonists of PPARg-SRC-2 recruitment, primary screen, biochemical, HTS; PPARgamma LBD-SRC-2 recruitment; hit rate 0.34% among 200,000; activation, % at 8 µM; Peroxisome proliferator-activated receptor gamma (Homo sapiens), P37231; AID 1032, 2008; in the data active means activation above about 22%;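 further: 0% = vehicle and 100% = reference agonist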
Efa HMGR inh: inhibitors of E. faecalis class II HMGR, primary screen, biochemical, Enterococcus faecalis | purified E. faecalis HMGR, NADPH absorbance 340 nm kinetic | inhibition, % at 10 µM | hit rate 0.41% among 190,000;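 active means inhibition above a set limit, the median over all tested compounds plus 3 SD, cut at about 9.5% in these data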;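 further: enzyme runs in reverse so mevalonate oxidation gives rising NADPH absorbance; 0% = complete reaction with DMSO and 100% = background rate lacking mevalonate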
PPARg SRC-1 ag: PPARgamma agonists recruiting SRC-1 coactivator, primary screen, biochemical; Peroxisome proliferator-activated receptor gamma (Homo sapiens), P37231; PPARgamma-SRC-1 coactivator recruitment biochemical assay; activation, % at 8 µM; hit rate 0.41% among 200,000; AID 631, 2007; in the data active means activation above about 19%;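 further: 0% = DMSO and 100% = reference agonist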
TR-FRET SRC-2 ct: TR-FRET signal artefacts, primary screen, artefact control for PPARgamma SRC-2 agonist project, biochemical. TR-FRET ratio at 8 µM. AID 1049, 2008. TR-FRET artefact counter-screen; hits give high values. hit rate 0.4% among 200,000; in the data active means TR-FRET ratio above about 2000; further: inactives centre near 1500
bIAP inhibitor: bovine intestinal alkaline phosphatase inhibitors, primary screen, selectivity assay for TNAP inhibitor project, biochemical, bovine IAP, CDP-star luminescence; purified bovine IAP, 30 min; inhibition, % at 20 µM; 190,000 tested, under 10 active; AID 1019, 2008;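 active means over 50% inhibition of intestinal alkaline phosphatase at 20 µM in the single-dose screen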
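Assay system – bovine IAP enzyme · Quantity – bovine IAP at 1/65,000,000 final dilution · Detection – CDP-star luminescence signal · Times – 30 min reaction at room temperature · Also added – CDP-star substrate at 30 µM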
TNAP inh noacc: human TNAP enzyme inhibitors, primary screen, biochemical, luminescent, no phosphate acceptor, uHTS. Alkaline phosphatase, tissue-nonspecific isozyme (Homo sapiens), P05186. purified TNAP, CDP-star luminescence, 30 min. inhibition, % at 20 µM. hit rate 0.26% among 200,000;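 active means tissue-nonspecific alkaline phosphatase inhibition above about 50% at 20 µM in the single-dose screen, limit read from the data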;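 further: 0% = DMSO negative control and 100% = EDTA positive control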
TNAP inh hi DEA: human TNAP enzyme inhibitors, primary screen, biochemical, luminescent, high phosphate acceptor level, uHTS; purified TNAP, CDP-star luminescence, 1 M DEA; Alkaline phosphatase, tissue-nonspecific isozyme (Homo sapiens), P05186; inhibition, % at 20 µM; hit rate 0.03% among 200,000;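 active means over 50% inhibition of tissue-nonspecific alkaline phosphatase at 20 µM in the single-dose screen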;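 further: plate controls were DMSO wells for no effect and EDTA-quenched wells as full inhibition for full effect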
An asterisk follows results filed as active; · = no result given.

SMILES	PPARg SRC3 recr	TNAP act hiacc	bIAP activator	PPARg SRC2 recr	Efa HMGR inh	PPARg SRC-1 ag	TR-FRET SRC-2 ct	bIAP inhibitor	TNAP inh noacc	TNAP inh hi DEA
Cc1cc(NC(=O)CCC(=O)N(c2cccnc2)C(C(=O)NC2CCCC2)c2ccccc2F)no1 (centres undefined)	14.2	1	0.9	0.4	-1.0	8.4	1626	12.9	-10.0	-1.1
CC(C)CC(NC(N)=O)C(=O)NCc1ccccc1Cl (centres undefined)	-2.6	1	1.1	-3.8	6.0	2.5	1382	-8.6	-15.8	-4.5
CCc1nc(N=C(N)N)nc2ccccc12	-0.5	1	1.1	6.7	-0.2	3.1	1498	-9.5	-8.0	0.5
COc1cccc(CN2CCNC(=O)C2CC(=O)NCc2cn3ccccc3n2)c1OC (centres undefined)	1.0	1	1	-0.2	-2.9	-1.0	1544	2.2	-12.8	-4.3
CC(=O)Nc1nnc(SCC(=O)NC(C)(C)C)s1	-5.8	1.1	0.9	2.3	1.7	1.4	1530	9.5	-2.2	-8.8
O=C(c1ccc(Sc2ccc(F)cc2)c([N+](=O)[O-])c1)N1CCOCC1	-3.9	1	1	1.5	6.1	-3.9	1472	-2.4	-8.2	-3.3
CCOC(=O)CNC(=O)CSc1nnc(C)c(=O)[nH]1	2.6	1	0.8	-0.2	1.3	3.2	1523	19.5	-11.2	-4.5
COc1ccccc1NCC(=O)NNCC(=O)Nc1ccc(F)c(Cl)c1	-1.0	1	1	8.5	2.5	9.4	1572	-4.4	-3.2	-2.5
CCOC(=O)C1CCN(C(=O)Nc2ccc3nc(-c4ccco4)c(-c4ccco4)nc3c2)CC1	9.2	0.9	0.7	-2.1	0.0	-0.7	1490	32.7	12.5	14.4
Nc1ccc2c(c1)nc(Cc1ccccc1)n2CCO	1.4	1.1	0.9	-4.7	2.3	1.6	1526	8.5	-13.3	-5.9
COc1ccc(-c2nc(CCl)cs2)cc1OC	-1.3	1	1	4.4	2.4	7.3	1647	-0.4	-12.6	-1.0
CC(C(=O)OCC(=O)Nc1ccc(S(=O)(=O)N2CCCCC2)cc1)N1C(=O)c2ccccc2C1=O (centres undefined)	-10.6	0.9	0.9	6.7	-12.2	-2.5	1423	10.0	-11.2	6.8
Cc1nnnn1/C(=C\c1ccccc1)C(=O)OCC(=O)NC(C)(C)C	2.0	1	0.9	6.8	-3.9	-2.7	1532	7.1	-1.0	-0.8
O=C(Nc1ccc2nc(-c3ccccn3)[nH]c2c1)C1CCCCC1	1.1	1.1	1.4	0.6	-6.3	-6.8	1371	-38.7	-4.9	-6.7
CCc1ccc(N(CC)C(=O)c2ccc3c(Cl)c4c(nc3c2)CCC4)cc1	0.9	1.1	0.9	-1.9	2.6	1.1	1499	7.6	0.0	-5.2
COc1ccc(C(=O)CSc2nnc(CN3CCCC3)n2-c2ccc(F)cc2)c(OC)c1	3.2	1	0.9	5.6	-0.8	-3.2	1643	13.8	4.1	-1.0
CC(C)NC(=S)N(CCc1ccncc1)C(C)C	-0.3	1	1	14.1	-3.0	3.8	1610	-0.6	-10.0	-0.8
Cc1cc(C)c2[nH]c(=O)c(CN(Cc3ccco3)C(=S)NCC3CCCO3)cc2c1 (centres undefined)	4.0	1	1	-0.6	-2.9	2.2	1530	1.2	-9.2	3.8
c1ccc(CCn2nnnc2C(c2cccs2)N2CCN(Cc3ccc4c(c3)OCO4)CC2)cc1 (centres undefined)	-6.1	1	1	-2.8	1.1	1.6	1508	-4.9	-7.9	0.4
COc1ccc(S(=O)(=O)N2CCOCC2)c(Cl)c1Cl	-5.9	1	1	6.8	-0.9	-2.1	1549	-2.2	-3.2	-0.3
O=C(c1ccoc1)N1CCC(CO)(CCc2ccccc2)CC1	-1.6	1	0.9	-5.5	-5.0	0.9	1448	8.2	-5.3	-2.8
Cc1nn(-c2ccccc2)c(C)c1/C=N\N1CCN(c2ccc(Cl)cc2)CC1	14.9	1	0.8	0.6	0.1	2.8	1489	19.2	-9.4	-2.1
Cn1c(=O)oc2cc(S(=O)(=O)N3CCC(C(=O)NCc4ccc(F)cc4)CC3)ccc21	9.6	1	1	3.5	-6.8	7.3	1729	-3.7	-11.8	-4.6
Cn1c(N)c(C(=O)COC(=O)c2ccc(Cl)c(S(=O)(=O)N3CCCCC3)c2)c(=O)n(C)c1=O	5.6	1	0.9	5.6	-4.7	3.8	1700	11.3	-5.8	-2.6
Nc1cccc2cnccc12	-4.6	1	1	-7.2	-1.4	1.4	1667	-0.1	5.1	1.7

Next part, overlapping the part above by 3 compounds.
SMILES	PPARg SRC3 recr	TNAP act hiacc	bIAP activator	PPARg SRC2 recr	Efa HMGR inh	PPARg SRC-1 ag	TR-FRET SRC-2 ct	bIAP inhibitor	TNAP inh noacc	TNAP inh hi DEA
Cn1c(=O)oc2cc(S(=O)(=O)N3CCC(C(=O)NCc4ccc(F)cc4)CC3)ccc21	9.6	1	1	3.5	-6.8	7.3	1729	-3.7	-11.8	-4.6
Cn1c(N)c(C(=O)COC(=O)c2ccc(Cl)c(S(=O)(=O)N3CCCCC3)c2)c(=O)n(C)c1=O	5.6	1	0.9	5.6	-4.7	3.8	1700	11.3	-5.8	-2.6
Nc1cccc2cnccc12	-4.6	1	1	-7.2	-1.4	1.4	1667	-0.1	5.1	1.7
O=S(=O)(c1cccc2nsnc12)N1CCc2ccccc21	1.0	1	1	4.8	3.5	7.7	1657	-0.9	-3.3	1.7
COc1cc(C)nc(N2CCCC(C(=O)NC3CCC(C)CC3)C2)n1 (centres undefined)	·	1.1	1.1	·	·	·	·	-8.3	-7.5	-5.1
O=C(Cc1ccc(Cl)cc1)NNC(=O)Nc1cccc2ccccc12	8.8	1	0.9	10.7	-4.8	10.2	1593	5.8	-2.8	1.5
Cc1ccc2nc(NC(=O)CSCC(=O)OCC(=O)c3ccccc3)sc2c1	0.3	1	1	2.1	-1.9	2.5	1518	0.2	-21.5	-0.9
O=C(O)C1CC(=O)N(Cc2ccc3c(c2)OCO3)C1 (centres undefined)	2.9	1	0.9	0.9	-3.9	-0.6	1420	9.7	-11.7	-4.7
Cn1cnnc1SC1CCCCC1NS(=O)(=O)c1ccccc1 (centres undefined)	-6.2	1	0.9	4.8	1.6	5.5	1682	10.0	-4.0	-2.8
Cc1ccc(NC(=O)c2ccc(OCC3CCCO3)cc2)c(C)c1 (centres undefined)	2.6	1	0.8	9.2	-6.5	2.4	1636	22.4	-7.7	-2.7
CC(O)c1nc2ccccc2n1CCCCOc1ccccc1 (centres undefined)	9.2	1	1.1	9.8	-1.6	4.0	1486	-7.9	-2.0	-1.6
CSc1nnc2c3cc(C)ccc3n(Cc3ccccc3)c2n1	-1.2	1	0.9	7.0	-2.1	0.9	1526	6.0	-5.0	-2.2
C=CCSc1nnc2c(n1)OC(c1cccnc1)N(C(C)=O)c1ccccc1-2 (centres undefined)	-3.6	1	1	-4.0	-1.9	0.4	1441	3.0	-8.7	-2.5
CCOC(=O)C1=C(Nc2ccccc2)CC(C)(O)C(C(=O)OCC)C1c1ccccc1 (centres undefined)	-3.4	1	1.6	2.2	-0.5	3.1	1320	-57.8	1.6	-4.9
CC(C)(C)N(Cc1ccccc1)C(=O)CSc1nc2ccccc2c(=O)[nH]1	-1.0	1	0.8	5.5	-2.7	9.8	1627	16.2	-1.9	4.2
O=C(c1ccco1)N1CCN(CCCCOc2cccc3ccccc23)CC1	2.3	1	1	-2.1	1.9	0.3	1537	4.9	-5.5	-2.1
Cc1nc2ccccc2nc1SCC(=O)c1ccccc1	9.5	1	1	3.5	1.5	-3.6	1700	4.7	-8.8	1.8
O=C(O)CCN(CCC(=O)O)S(=O)(=O)c1ccccc1	5.6	1.1	0.9	-2.5	-8.5	2.4	1639	8.4	-20.5	-6.6
CCCNC(=O)CC(NS(=O)(=O)c1ccc(Cl)cc1)c1ccco1 (centres undefined)	11.2	1	1	-2.7	3.9	4.3	1790	-1.6	-9.6	-1.9
Nn1c(SCC(=O)Nc2ccc(F)cc2)nnc1-c1cccnc1	-13.7	1	0.9	16.0	3.0	9.9	1577	8.7	-12.9	-3.1
CCOC(=O)C1=C(c2ccccc2)N=C2SCC(=O)N2C1c1ccc(O)c(OC)c1 (centres undefined)	5.6	1	1	4.6	1.0	7.1	1663	3.6	-17.3	-4.6
Cc1ccc(SCc2ccc(C(=O)Nc3ccccc3C(=O)NC(C)C)cc2)cc1	1.7	1	0.9	-4.9	0.3	-0.4	1609	9.5	-10.0	1.4
O=C(CSc1nc(-c2ccccc2)c(-c2ccccc2)[nH]1)Nc1ccc2c(c1)OCO2	1.4	1	1	7.3	-2.9	3.7	1410	2.8	-17.6	-2.7
CCN1C(=O)/C(=C2/C=Cc3ccccc3N2C)OC1=S	-3.1	0.9	0.8	-1.7	-9.5	-3.9	1440	22.7	19.1	5.3
CN(C(=O)Nc1cnc2ccccc2c1)c1ccccc1	3.1	1	1	10.3	-9.0	7.8	1542	-4.6	-5.1	-0.1
CSc1nc(SCCO)c2sc3nc(-c4ccco4)c4c(c3c2n1)CC(C)(C)OC4	17.2	1	1	18.1	2.4	9.6	1776	1.4	3.8	-1.3
CCn1c(SCc2ccc(F)cc2)nnc1-c1nn(-c2ccccc2)ccc1=O	5.6	1	0.9	-2.4	-0.6	-14.4	1478	5.2	-4.4	0.4
CCOC(=O)C1(CCCc2ccccc2)CCN(C(=O)CN2CCOC2=O)CC1	2.9	1	1.1	7.4	0.8	15.0	1577	-5.1	-3.8	0.7
The listing continues:
SMILES	PPARg SRC3 recr	TNAP act hiacc	bIAP activator	PPARg SRC2 recr	Efa HMGR inh	PPARg SRC-1 ag	TR-FRET SRC-2 ct	bIAP inhibitor	TNAP inh noacc	TNAP inh hi DEA
CCOC(=O)C1(CCCc2ccccc2)CCN(C(=O)CCOC)CC1	-1.7	1	1.2	5.6	-2.7	2.1	1611	-19.3	-5.3	-2.6
COC(=O)c1cc(NC(=O)Nc2cccc(Cl)c2)ccc1Cl	7.6	1	0.9	12.5	-1.7	2.2	1711	12.4	-12.3	-4.0
COc1ccc(CN(C(=O)c2ccco2)c2ccc(C)cc2)cc1OC	6.6	1	1.2	2.9	-2.5	10.8	1541	-19.2	-11.8	-3.1
O=C(NCc1ccc2c(c1)OCO2)c1ccncc1	1.5	1	0.9	-1.4	-2.9	4.7	1597	10.4	-6.1	0.9
CC(=O)C1=C(O)CC(c2ccccc2)CC1=NCCc1c(C)[nH]c2ccc(C)cc12 (centres undefined)	0.8	1	1	9.5	0.0	1.7	1495	-4.2	-1.7	3.5
NC(=O)c1ccccc1N/C=C/C(=O)c1cccs1	6.5	1	0.8	4.1	-0.9	4.0	1612	22.1	2.4	1.9
